# High-throughput results as filed in PubChem.
# RECQ1 inh = blocks DNA unwinding by human RECQ1 | RECQ1 DNA unwinding, red fluorescence kinetic read | AID 2549 | Potency, µM (series often up to 57.3 µM), for inactives: top-dose activity, negative = inhibition, most hits filed as inhibitors | P46063 | 240,000 compounds, 0.54% hits;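 note: plate controls were vehicle for no effect and no enzyme for full effect; nearly all actives have a fitted effect of over 30% in size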
#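 50 nM RECQ1T1 preincubated 15 min with compound in Tris pH 8.0 buffer with MgCl2, DTT, Tween-20 and 2.5 ug/ml poly(dI-dC); started with 200 nM TAMRA/BHQ-2 forked duplex and 2 mM ATP. Unwinding read as fluorescence (525/598 nm), two reads 2 h apart.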
# GoLoco inh red = RGS12 GoLoco-Gai1 interaction inhibition. P63096. 230,000 compounds, 0.44% hits. Gai1:RGS12 GoLoco peptide FP, rhodamine, 10 min. Potency, µM (top dose mostly 61.6 µM), for the others: top-dose activity, negative = inhibition, most hits filed as inhibitors; active = well fitted inhibition curve with a large enough effect, not every such curve was filed as active; inactive = no such curve, though single readings can be large or run the other way; note: nearly all actives have a fitted effect of over 30% in size; many of its hits are not listed in these tables
# L3MBTL1 inh = blocks human L3MBTL1 | AlphaScreen L3MBTL1–H3K9me1 peptide binding | Potency, µM (doses to about 57.1 µM), inactives show at the top dose activity, negative = inhibition, hits mostly inhibitors | 230,000 compounds, 0.66% hits | AID 485360; note: nearly all actives have a fitted effect of over 60% in size
# Target sequence (Q9Y468 whole entry, looked up): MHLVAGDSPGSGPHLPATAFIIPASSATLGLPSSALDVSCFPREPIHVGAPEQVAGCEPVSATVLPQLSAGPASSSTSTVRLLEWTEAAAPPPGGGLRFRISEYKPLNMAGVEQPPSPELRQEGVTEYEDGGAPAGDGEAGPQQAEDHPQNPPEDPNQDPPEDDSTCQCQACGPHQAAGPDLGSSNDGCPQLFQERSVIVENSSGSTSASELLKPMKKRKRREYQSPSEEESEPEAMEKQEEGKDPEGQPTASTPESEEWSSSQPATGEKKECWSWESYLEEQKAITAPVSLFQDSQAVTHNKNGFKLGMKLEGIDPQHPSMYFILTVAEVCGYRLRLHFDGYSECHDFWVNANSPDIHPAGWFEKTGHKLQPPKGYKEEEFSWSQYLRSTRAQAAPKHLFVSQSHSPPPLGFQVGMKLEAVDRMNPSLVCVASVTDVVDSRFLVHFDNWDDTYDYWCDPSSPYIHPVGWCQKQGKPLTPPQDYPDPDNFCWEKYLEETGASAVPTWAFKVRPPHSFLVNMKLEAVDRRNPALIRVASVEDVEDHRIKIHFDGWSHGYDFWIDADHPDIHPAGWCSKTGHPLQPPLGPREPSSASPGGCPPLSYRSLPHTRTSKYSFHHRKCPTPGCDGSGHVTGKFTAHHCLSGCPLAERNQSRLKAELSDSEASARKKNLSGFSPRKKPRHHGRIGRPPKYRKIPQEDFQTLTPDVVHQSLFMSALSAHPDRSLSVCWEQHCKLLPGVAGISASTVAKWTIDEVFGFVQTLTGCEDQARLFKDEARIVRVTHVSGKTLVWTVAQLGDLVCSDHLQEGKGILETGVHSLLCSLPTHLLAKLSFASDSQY
#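 L3MBTL1 (50 nM) pre-complexed 30 min with biotinylated H3(1-15)K9me1 peptide (75 nM), then compounds added for 30 min at room temperature; AlphaScreen streptavidin donor/nickel chelate acceptor beads (10 ug/mL final) read after 30 min dark incubation.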
# GAA inh = blocks human lysosomal alpha-glucosidase; purified human GAA, 4-MU-alpha-glucoside fluorescence; Potency, µM (series often up to 76.9 µM), for inactives: top-dose activity change, negative = inhibition, most hits filed as inhibitors; 200,000 compounds, 0.005% hits; AID 1466;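 note: plate controls were uninhibited enzyme wells for no effect and no-enzyme background for full effect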
#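 Compounds are titrated up to 77 uM against 4 nM human enzyme. Substrate 4-methylumbelliferyl-alpha-D-pyranoside (400 uM) reacts 20 min at room temperature in pH 5.0 buffer; liberated 4-methylumbelliferone is read at 440 nm.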
# GAA glycogen = alters human alpha-glucosidase cleavage of glycogen; P10253; recombinant GAA, glycogen substrate, Amplex Red glucose oxidase fluorescence; Potency, µM (highest dose often 76.4 µM), for inactives: at the highest dose activity change, negative = inhibition, most hits filed as inhibitors; 300,000 compounds, 0.38% hits; AID 2100;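 note: 0% = full enzyme reaction and -100% = no-enzyme basal signal; the screen sought inhibitors and activators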
#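 Recombinant human enzyme (4 nM); glycogen substrate; 37 C, 40 min, pH 5.0. Readout: coupled glucose oxidase/Amplex Red fluorescence.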
# TR SRC2 fluor cs = Texas Red fluorescence interference in TRb-SRC2 counter-screen; TRb/SRC2 Texas Red total fluorescence interference; Potency, µM (doses to about 106 µM), for the others: at the top dose fluorescence change, negative = quenching; 280,000 compounds, 0.29% hits; active = well fitted curve in either direction with a large enough effect; inconclusive = small, poorly fitted or top-dose-only effect
#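 Human TRb ligand-binding domain at 0.6 uM with 20 nM Texas Red SRC2 peptide in Tris buffer containing 1 uM T3 and 5% DMSO, incubated with compound 5 h at ambient temperature. Total fluorescence (555/632 nm) calculated as parallel + 2 × perpendicular.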
# GAA spleen mod = inhibitors or activators of human alpha-glucosidase in spleen homogenate | human spleen homogenate, 4-MU-alpha-glucoside fluorescence | Potency, µM (top dose mostly 79.9 µM), for the others: top-dose activity change, negative = inhibition, usual class: inhibitors | 240,000 compounds, 0.006% hits;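 note: 0% = enzyme with vehicle and -100% = no enzyme basal signal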
#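 Enzyme source: human spleen homogenate, 1 ug/well. Buffer 50 mM citric acid/K phosphate pH 5.0, 0.01% Tween-20. 4-MU-alpha-glucoside 1 mM; 37 C x 40 min; NaOH/glycine stop; fluorescence.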
# TRb SRC2 PPI = TRbeta-SRC2 interaction inhibition | AID 1469 | P10828 | 280,000 compounds, 0.065% hits | Potency, µM (highest dose often 106 µM), for inactives: top-dose activity change, negative = inhibition, actives largely listed as inhibitors | TRbeta-SRC2 peptide binding, fluorescence polarization; receptor liganded with 1 µM T3;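 note: plate controls were bound peptide for no effect and peptide without receptor for full effect; nearly all actives have a fitted effect of over 50% in size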
#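 Quantitative HTS by FP: 0.6 uM TRb LBD, 20 nM labeled SRC2 20-mer, 1 uM T3, 5% DMSO; 5 hr ambient incubation; % activity per concentration and potencies from concentration series.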
# Starred values were filed as active, the others as inactive; i = inactive; ? = inconclusive; / = not tested or not shown; [ ] = dose if it differs, or a comment. Unless noted, calls come from the whole dose curve; as a rule, active = well fitted curve in the direction sought with a large enough effect; inconclusive = small, poorly fitted or top-dose-only effect, or another doubt; inactive = no such curve, though single readings can be large; an effect the other way counts as inactive or inconclusive. Unless noted, % is set by controls: 0 for no effect and ±100 for the full control effect; potency is the fitted concentration of half-maximal effect. The list is partial. The share of hits here may be higher or lower than overall.
SMILES,RECQ1 inh,GoLoco inh red,L3MBTL1 inh,GAA inh,GAA glycogen,TR SRC2 fluor cs,GAA spleen mod,TRb SRC2 PPI
CN(C)CCNC(=S)NC1CCCCC1,-4%,17%,3%,2%,-9%,0%,-13%,-9%
CCN(CC)S(=O)(=O)c1cc(C(=O)OCC(=O)c2ccc3c(c2)NC(=O)CO3)ccc1Cl,-1%,1%,/,-23%,9%,-2%,-6%,0%
Cn1c(=O)n(CCCOc2ccc(Br)cc2)c2ccccc21,3%,1%,/,-4%,-1%,-1%,-3%,-6%
COC(=O)C1C(=O)C2=C(CC1C)NC(=O)CC2c1ccc(O)c(OC)c1 (centres undefined),-2%,1%,-7%,4%,?,-1%,2%,4%
Cc1cc2nc(SCCN3CCOCC3)[nH]c2cc1C,-2%,-10%,-5%,1%,0%,-4%,0%,2%
CN1CCCC(OC(=O)COc2ccccc2)C1 (centres undefined),-7%,6%,3%,-13%,2%,-1%,-8%,4%
CN(C)S(=O)(=O)Oc1ccccc1C(=O)Nc1ccccc1Cl,3%,6%,2%,5%,11%,-1%,1%,-8%
Cc1ccc(C(=O)NCCNc2nc3cc(C)c(C)cc3cc2C)cc1,i,9%,-11%,7%,9%,0%,0%,10%
C=CCSc1nnc(NC(=O)Cn2cnc3c2c(=O)n(C)c(=O)n3C)s1,-13%,16%,4%,3%,10%,-1%,-7%,-3%
O=C(Nc1ccc(Nc2ccccc2)cc1)C1CC1,-17%,9%,-8%,3%,?,0%,-6%,-6%
O=C(COC(=O)c1ccc([N+](=O)[O-])s1)NC(c1ccccc1)c1ccccc1,-1%,-3%,?,6%,-8%,-1%,5%,-5%
CNC(=O)C(=O)Nc1c(O)c2ccccc2[nH]c1=O,14%,-3%,/,/,-3%,-2%,-3%,0%
CCOC(=O)CSc1ccc2nnc(-c3cccs3)n2n1,-6%,5%,?,3%,1%,0%,-5%,0%
O=C1C2C3C=CC(C3)C2C(=O)N1c1n[nH]c(CCc2ccccc2)n1 (centres undefined),9%,0%,/,-5%,8%,-5%,-6%,-7%
Cc1ccccc1NC(=O)CSCCN1C(=O)c2ccccc2C1=O,-6%,-3%,-7%,4%,5%,2%,4%,-24%
CC1(C)C2CC=C(/C=N/NC(=O)c3ccccc3Br)C1C2 (centres undefined),-2%,-4%,-5%,3%,13%,-2%,-7%,3%
O=C(/C=C/c1ccc(Cl)cc1)NC(=S)Nc1ccccc1C(=O)O,-5%,2%,/,/,3%,0%,-1%,-2%
CCn1ncc(Cl)c1C(=O)NC(C)c1ccccc1 (centres undefined),-1%,7%,8%,1%,-3%,-3%,-11%,-12%
COc1ccc(/C=N\NC(=O)COc2ccccc2)c(C(=O)O)c1OC,-7%,1%,7%,3%,12%,-2%,5%,2%
COc1ccc2nc(N/C(N)=N/C(=S)Nc3cccc(C)c3)nc(C)c2c1,15%,8%,-22%,-5%,-1%,0%,-22%,-8%
Cc1ccc(C(OCC(O)CNC(C)c2ccccc2)c2ccccc2)cc1 (centres undefined),-2%,-13%,14%,-1%,6%,1%,-19%,-1%
COCCNc1nc(C)nc2c1nc(-c1ccccc1)n2C1CCN(Cc2ccccc2)C1 (centres undefined),-4%,5%,/,/,/,-5%,3%,-1%
c1ccc2c(c1)Oc1ccccc1S2,8%,5%,2%,/,/,-1%,-5%,-1%
CC(C)CSC1=NSC2=NC(=O)/C(=C\c3coc4ccccc4c3=O)C(=N)N12,?,77%[activator],/,-2%,-13%,-8%,-4%,15%
CCOC(=O)c1ccc(NC(=S)NCCCn2ccnc2)cc1,-16%,0%,-18%,13%,-7%,-1%,-14%,-5%

# Entries of single compounds as entered above. Values in the order: RECQ1 inh	GoLoco inh red	L3MBTL1 inh	GAA inh	GAA glycogen	TR SRC2 fluor cs	GAA spleen mod	TRb SRC2 PPI
# Shown for CNC(=O)C(=O)Nc1c(O)c2ccccc2[nH]c1=O → 14%	-3%	/	/	-3%	-2%	-3%	0%
# Shown for CCOC(=O)CSc1ccc2nnc(-c3cccs3)n2n1 → -6%	5%	?	3%	1%	0%	-5%	0%
# Shown for CC1(C)C2CC=C(/C=N/NC(=O)c3ccccc3Br)C1C2 (centres undefined) → -2%	-4%	-5%	3%	13%	-2%	-7%	3%
# Shown for CCn1ncc(Cl)c1C(=O)NC(C)c1ccccc1 (centres undefined) → -1%	7%	8%	1%	-3%	-3%	-11%	-12%
# Shown for COc1ccc2nc(N/C(N)=N/C(=S)Nc3cccc(C)c3)nc(C)c2c1 → 15%	8%	-22%	-5%	-1%	0%	-22%	-8%

# Additional structures:
SMILES,RECQ1 inh,GoLoco inh red,L3MBTL1 inh,GAA inh,GAA glycogen,TR SRC2 fluor cs,GAA spleen mod,TRb SRC2 PPI
CCCCN(CC)S(=O)(=O)c1ccc(C(=O)Nc2nnc(CSC)o2)cc1,i,4%,8%,-4%,13%,-3%,2%,-11%
O=C(O)c1ccc2c(c1)C(=O)N(c1ccccc1-c1ccccc1)C2=O,6%,-1%,-2%,6%,12%,1%,-2%,-5%
CC(=O)n1cc([C@H]2C=C(C(=O)O)O[C@@H](OCCCCO)C2)c2ccccc21,?,7%,1%,/,1%,-1%,2%,-9%
O=c1[nH][nH]cc1C=Nc1ccc(Cl)cc1Cl,-4%,-5%,-5%,-1%,-3%,-3%,/,-9%
Cc1cc(C)c2c(c1)SC1=NC(c3ccccc3)(C(F)(F)F)NC(=O)N12 (centres undefined),0%,2%,3%,7%,5%,1%,2%,-1%
Cc1ccc(N2CC(=O)N(NC(=O)Nc3ccc(Cl)c(Cl)c3)CC2=O)cc1,-13%,5%,/,/,1%,-9%,1%,5%
O=C(NC(NNc1ccc([N+](=O)[O-])cc1)(C(F)(F)F)C(F)(F)F)c1ccc(F)cc1,-5%,0%,-11%,0%,0%,-1%,2%,3%
Cc1cc(NC(=O)c2ccc(Cl)c([N+](=O)[O-])c2)no1,1%,13%,8%,1%,7%,0%,-4%,-3%
N/C(CSc1ncccc1C(F)(F)F)=N\O,14%,-3%,6%,-4%[15.4 µM],-6%,0%,-1%,1%
CCOC(=O)N1CCC(n2c(=S)[nH]c3cc(OC)c(OC)cc3c2=O)CC1,-1%,6%,14%,-6%,0%,0%,0%,1%
CC(C)(C)c1ccc(CNc2cc(N3CCOCC3)ccc2[N+](=O)[O-])cc1,-6%,/,-26%,-8%,3%,-26%,-2%,-21%
COc1ccc(NC(=S)Nc2ccc3cn[nH]c3c2)cc1,-6%,0%,/,0%,-3%,3%,1%,1%
O=C(O)CCC(=O)Nc1ccc(Br)cc1C(=O)c1ccc(Cl)cc1,-9%,-5%,10%,/,1%,1%,2%,2%
O=C(CN1CCN(Cc2ccccc2)CC1)c1ccc(Br)cc1,-1%,-35%,7%,4%,-1%,-2%,-9%,-3%
O=C(OCc1c(Cl)cccc1Cl)c1cccnc1,i,-2%,/,-1%,-2%,-4%,-4%,2%
Cc1cccc(-c2nsc(SCC(=O)Nc3ccc4c(c3)OCO4)n2)c1,2%,3%,9%,-3%,-2%,-13%,-1%,8%
S=C1NC[C@H](c2ccccc2)N1CC1CCCCC1,-18%,8%,-7%,/,3%,-2%,-2%,-9%
COc1ccc(C(C(=O)NC2CCCC2)N(Cc2ccccc2)C(=O)CNC(=O)c2ccco2)cc1 (centres undefined),-8%,6%,/,-3%,4%,-5%,-6%,1%
COc1cccc(/C=C/C(=O)OC(C)C(=O)Nc2c(C)n(C)n(-c3ccccc3)c2=O)c1 (centres undefined),i,5%,-4%,-17%,9%,-1%,/,-10%
Nc1ccccc1OCCOCCOCCOc1ccccc1N,i,1%,/,-7%,-2%,-3%,-4%,-2%
COCCCn1c(=O)/c(=C\c2ccc(OC(F)F)c(OC)c2)s/c1=C(/C#N)C(N)=O,-2%,9%,/,/,2%,-3%,-2%,0%
C=CCNC(=S)N1CCN(CCN=CC2=C(O)CC(c3ccco3)CC2=O)CC1 (centres undefined),-3%,0%,/,-1%,6%,1%,2%,-6%
O=C(NCc1ccccc1)NC(=O)c1ccccc1,-7%,-4%,10%,3%,-1%,3%,-4%,-2%
O=c1c2cc(Br)ccc2[nH]c(=S)n1Cc1cccnc1,5%,9%,6%,-3%,0%,0%,-1%,3%
COC(=O)c1ccccc1NC(=O)CN1CCC(n2nnc3cc(C(F)(F)F)ccc32)CC1,13%,15%,/,-2%,-3%,-1%,-12%,4%

# More compounds follow:
SMILES,RECQ1 inh,GoLoco inh red,L3MBTL1 inh,GAA inh,GAA glycogen,TR SRC2 fluor cs,GAA spleen mod,TRb SRC2 PPI
O=C(CSc1nnnn1-c1ccc2c(c1)OCCO2)N1CCc2ccccc21,i,/,6%,-3%,-16%,2%,3%,7%
Brc1cnc2nc(SCc3nc4ccccc4[nH]3)[nH]c2c1,-2%,3%,/,/,-2%,0%,2%,6%
COc1cccc(N2CCN(C(=S)Nc3cccc(C)c3)CC2)c1,-1%,2%,-1%,3%,10%,-3%,-5%,3%
CC(C)NS(=O)(=O)c1ccc(CCC(=O)N2CCOCC2)cc1,-4%,-7%,-6%[11.4 µM],-3%,-3%,-2%,3%,9%
COC(=O)c1nn(-c2ccccc2)c(=O)cc1O,-7%,10%,-5%,3%,2%,-8%,2%,6%
O=C(N1CCN(c2ccccc2)CC1)C12CC3CC(CC(C3)C1)C2,11%,1%,-8%,-3%,-12%,-5%,1%,0%
CN(C1CCCCC1)S(=O)(=O)Cc1ccccc1,i,9%,2%,-2%,9%,0%,-3%,3%
COc1ccccc1C1=Nn2c(nnc2-c2ccccc2OC)SC1,-1%,/,/,/,/,1%,-4%,1%
Cc1ccccc1NC(=S)NCCC(c1ccccc1)c1ccccc1,-15%,7%,-10%,-2%,-18%,-3%,-9%,2%
Cc1ccc(Cn2c(SCC(=O)N/N=C/c3ccc(C)o3)nc3ccccc32)cc1,-8%,6%,/,-3%,3%,-4%,3%,-2%
COC(=O)Cn1c(=NC(=O)c2ccc(S(=O)(=O)N3CCc4ccccc4C3)cc2)sc2cc(OC)ccc21,i,7%,15%,?,8%,0%,2%,-4%
